F508del corr: CFTR F508del correction in bronchial cells; activity (quench increase), % at 7.58 µM; hit rate 0.36% among 350,000; CFBE cells, YFP halide quenching; stimulated with forskolin plus potentiator P3; % fluorescence drop versus neutral controls; AID 720511;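 active = mean added fluorescence quench of at least 8% versus neutral control, with both replicates also reaching 8%; inconclusive = only one of the mean or replicate conditions met; inactive = mean below 8% and not both replicates reaching 8%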;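 also: cells transiently co-express mutant CFTR-F508del with the halide-sensitive YFP; corrector assay measuring rescue of mutant channel to the surface after 24 h compound exposure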
RAD52 anneal inh: RAD52 (human) annealing inhibition. recombinant RAD52 DNA annealing, FRET fluorescence. inhibition, % at 18.7 µM. hit rate 0.46% among 360,000;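 active = every replicate showing at least 50% inhibition; inconclusive = mean inhibition at least 50% but not in every replicate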
Target sequence (P43351 whole entry, looked up): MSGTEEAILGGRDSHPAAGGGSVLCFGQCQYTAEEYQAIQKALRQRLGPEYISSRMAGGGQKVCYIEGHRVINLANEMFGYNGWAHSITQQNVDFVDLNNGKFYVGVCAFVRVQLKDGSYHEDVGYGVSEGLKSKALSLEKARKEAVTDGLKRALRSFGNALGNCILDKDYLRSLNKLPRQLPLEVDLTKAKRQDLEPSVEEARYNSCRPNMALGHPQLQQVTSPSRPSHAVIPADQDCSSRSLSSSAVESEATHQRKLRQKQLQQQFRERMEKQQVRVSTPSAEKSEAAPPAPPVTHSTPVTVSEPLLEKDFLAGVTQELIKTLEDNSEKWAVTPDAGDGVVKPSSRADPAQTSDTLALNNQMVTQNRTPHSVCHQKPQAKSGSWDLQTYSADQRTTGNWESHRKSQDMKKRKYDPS
RAD54 inh: RAD54 (human) branch migration inhibition | Q92698 | RAD54 Holliday junction branch migration, FAM/BHQ fluorescence | inhibition, % at 10.4 µM | hit rate 0.14% among 360,000;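 active = mean normalized replicate activity at least 40 and at least half of replicates scoring 40 or more; inconclusive = only one of the two criteria met; inactive = mean below 40 and under half of replicates reaching 40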;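 also: 0% = median of neutral control wells and 100% = median of positive control wells; inhibitors cause a drop in the FAM fluorescence signal; in these data hits start at about 50%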
esBAF inh: SWI/SNF esBAF complex inhibition | mouse ES cells, Bmi1-luciferase knock-in reporter, 24 h; 100% = twice the neutral-well signal | reporter increase, % at 12.5 µM | hit rate 2% among 350,000 | AID 602393; in the data active = activation above about 40%; inconclusive = no clear call, values can overlap the other calls;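 also: 0% = median of the plate's neutral control wells and 100% = double that signal; a rise in the Bmi1 reporter signal indicates esBAF inhibition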
Xi reactivation: reactivates the inactive X chromosome in mouse fibroblasts | XiGFP mouse fibroblasts, % GFP-positive cells imaging, 3 d; cells co-treated with 5-aza-dC sensitizer; scaled so ellipticine positive control = 100% | activation, % at 7.58 µM | hit rate 0.055% among 360,000 | AID 743238;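 active = mean normalized replicate activation at least 10% and every replicate at or above 10%; inconclusive = only one of the two criteria met; inactive = mean below 10% and not all replicates reach 10%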;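 also: 0% = median of on-plate neutral control wells and 100% = ellipticine 6 µM median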
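System: 68-5-11 XiGFP fibroblast line; Timing: 3 days compound exposure; Compound dosing: one concentration, pinned; Benchmarks: positive control ellipticine, 6 µM final; Buffer or medium: DMEM containing 5-aza-dC.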
ERAP1 HTS inh: blocks human ERAP1 aminopeptidase activity; hit rate 0.15% among 340,000; inhibition, % at 10.7 µM; recombinant ERAP1, Leu-AMC fluorescence, 60 min; Q9NZ08;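 active = mean replicate inhibition of at least 30%, or all replicates individually reaching that 30% level; inactive = mean below 30% and not every replicate reaching it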;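 also: 0% = neutral control wells and 100% = L-leucinethiol positive control wells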
GSIS activator: GLuc luminescence reporter in INS-1E cells, primary screen for activators of glucose-dependent secretion of insulin | INS-1E GLuc reporter insulin secretion, 2-3 h | activation, % at 16.6 µM | hit rate 0.61% among 370,000;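 active = lowest replicate activation of at least 40%, so every replicate reaches that level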;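 also: 0% = median of neutral control wells and 100% = median of IBMX positive control wells; some compounds called inactive have numbers as strong as hits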
ARNT-TACC3 inh: disruptors of human ARNT/TACC3 interaction; Q9Y6A5; inhibition, % at 9.99 µM; hit rate 0.66% among 390,000; AlphaScreen His-ARNT PAS-B/GST-TACC3 binding, luminescence; TACC3 fragment carries E629A point mutation;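 active = mean inhibition of replicates at least 50% and at least half of replicates each reaching 50%; inconclusive = half or more replicates reach 50% but mean below 50%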;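 also: 0% = complete ARNT plus TACC3 wells and 100% = ARNT alone without TACC3; many hits fall short of the cut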
Numbers without * were called inactive; ? = inconclusive; / = no result given.

1. Cc1ccc2nc(NCCc3ccccc3)c3nncn3c2c1
2. C[C@@H]1CN([C@H](C)CO)C(=O)Cc2cc(NC(=O)c3ccncc3)ccc2O[C@H]1CN(C)C(=O)Nc1ccc(F)cc1
3. Cc1nn(C(C)C)c(C)c1CN1CCC(C(=O)Nc2cccc(-c3cccc(F)c3)c2)CC1
4. O=C(N/C=C/c1ccco1)NCc1ccccc1
5. CCOC(=O)C1CCN(C(=O)c2ccc(CNS(=O)(=O)c3ccc(C)cc3)cc2)CC1

entry no.	1	2	3	4	5
F508del corr	1.4	-2.4	2.5	0.0	-4.1
RAD52 anneal inh	-17	-9	11	-50	12
RAD54 inh	-6	-9	-2	/	/
esBAF inh	21	1	-25	/	/
Xi reactivation	0.1	0.3	-0.1	0.0	0.0
ERAP1 HTS inh	1	0	-5	10	0
GSIS activator	2	12	-61	-6	-18
ARNT-TACC3 inh	3	-7	5	-3	2

6. Cn1c(SCC(=O)NC(C)(C)C)nnc1-c1cnccn1
7. Cc1cc(N2CCN(C)CC2)nc2ccc(NC(=S)NCCN3CCc4ccccc4C3)cc12
8. Cc1ccc(NC(=S)N2CCN(S(C)(=O)=O)CC2)cc1Cl
9. COc1c(N2CCN(C(=S)NC3CC4CCC3C4)C(C)C2)c(F)cc2c(=O)c(C(=O)O)cn(C3CC3)c12 (stereo not given)
10. Cc1nn(CC(=O)Nc2ccc3c(c2)nc(CCN2CCCCC2)n3C)c(=O)c2ccccc12

entry no.	6	7	8	9	10
F508del corr	/	1.5	0.6	0.3	1.2
RAD52 anneal inh	/	81*	7	-19	-83
RAD54 inh	4	89*	-11	/	-5
esBAF inh	-3	-10	4	/	-4
Xi reactivation	/	49*	0.0	-0.2	/
ERAP1 HTS inh	/	/	2	1	4
GSIS activator	6	-3	6	10	35
ARNT-TACC3 inh	-5	20	-4	-9	-12

Records listed above that bear a hit mark in RAD52 anneal inh:
cpd	Compound	F508del corr	RAD52 anneal inh	esBAF inh	ERAP1 HTS inh	GSIS activator	ARNT-TACC3 inh
7	Cc1cc(N2CCN(C)CC2)nc2ccc(NC(=S)NCCN3CCc4ccccc4C3)cc12	1.5	81*	-10	/	-3	20

Continued:
11. CCOc1ccc2c(c1)/C(=N/N1C(=O)c3ccccc3C1=O)C(=O)N2
12. Cc1ccc(C(C)C)c(OCCSc2nc3ccccc3n2CC(=O)O)c1
13. COCCNC(=O)C1(C)CCCN(C(=O)c2cccnc2SC)C1 (stereo not given)
14. Cc1ccccc1NS(=O)(=O)c1ccc2oc(=O)ccc2c1
15. CC(=O)NC(c1ccc(F)c(F)c1)c1nc(-c2ccccc2C)cs1 (stereo not given)

entry no.	11	12	13	14	15
F508del corr	-2.7	1.8	-2.1	1.2	7.1
RAD52 anneal inh	-6	4	-8	9	-9
RAD54 inh	/	-10	6	2	6
esBAF inh	/	-3	3	-8	-5
Xi reactivation	0.4	0.1	0.0	0.0	0.2
ERAP1 HTS inh	-2	0	0	-1	1
GSIS activator	0	3	11	/	-5
ARNT-TACC3 inh	-2	-6	/	-4	/

16. COc1ccc2c(=O)c(N3C(=O)c4ccccc4C3=O)c(C)oc2c1
17. COc1ccc(NC(=O)c2nc(-n3nc(C)cc3C)ccc2Cl)cc1Cl
18. Cc1ccccc1NC(=O)CN1CCN(C(=O)c2ccco2)CC1
19. Cc1ccc(C)c(CSC2=NN3CCCC(=O)N=C3S2)c1
20. CCOC(=O)c1c2n(c3ccc(OC(C)=O)cc13)CCC2

entry no.	16	17	18	19	20
F508del corr	-0.4	/	-1.8	1.3	1.8
RAD52 anneal inh	10	-5	-9	-13	-11
RAD54 inh	-5	/	5	/	3
esBAF inh	2	/	-10	12	-5
Xi reactivation	/	0.0	0.0	19*	0.2
ERAP1 HTS inh	8	-4	-1	/	4
GSIS activator	2	9	13	-20	48*
ARNT-TACC3 inh	-2	-6	-3	13	1

21. O=Cc1c(-c2ccc(Cl)cc2)oc2ccc(O)cc12
22. COc1ccccc1C(=O)COC(=O)C1(C)CC1(Cl)Cl (stereo not given)
23. C[C@@H]1CN([C@H](C)CO)C(=O)c2cc(C#CC3CCCCC3)cnc2O[C@H]1CN(C)S(=O)(=O)c1cccc(F)c1
24. Cc1nn(CC2CC2)c(=O)n1-c1ccc(C(C)C)cc1
25. COCCCC1CCN(C(=O)C2CCC(=O)N(Cc3ccccc3F)C2)CC1 (stereo not given)

entry no.	21	22	23	24	25
F508del corr	-2.5	2.0	-1.3	-1.7	1.5
RAD52 anneal inh	-11	-5	11	6	3
RAD54 inh	-5	-3	5	5	-4
esBAF inh	?	60*	-3	1	-3
Xi reactivation	0.1	0.1	-0.1	0.1	0.3
ERAP1 HTS inh	10	1	0	0	-1
GSIS activator	-4	-10	-11	-8	1
ARNT-TACC3 inh	/	-7	-1	-36	-2

Compounds from the list above that contain a COOH group:
9. COc1c(N2CCN(C(=S)NC3CC4CCC3C4)C(C)C2)c(F)cc2c(=O)c(C(=O)O)cn(C3CC3)c12 (stereo not given)
12. Cc1ccc(C(C)C)c(OCCSc2nc3ccccc3n2CC(=O)O)c1

entry no.	9	12
F508del corr	0.3	1.8
RAD52 anneal inh	-19	4
RAD54 inh	/	-10
esBAF inh	/	-3
Xi reactivation	-0.2	0.1
ERAP1 HTS inh	1	0
GSIS activator	10	3
ARNT-TACC3 inh	-9	-6

(listing goes on)
26. COc1ccccc1NC(=O)CCCc1nnc2n(C)c(=O)c3sccc3n12
27. O=C(NCCc1ccc2c(c1)OCO2)C1CCN(S(=O)(=O)c2ccc(Cl)cc2)CC1
28. COc1cccc(-c2ccc3c(c2)O[C@H](CN(C)C(=O)C2CCOCC2)[C@@H](C)CN([C@@H](C)CO)S3(=O)=O)c1
29. CN(C)CC(NC(=O)c1cccc(S(=O)(=O)Nc2ccc3c(c2)OCO3)c1)c1ccccc1 (stereo not given)
30. CC1Cc2ccccc2N1C(=O)COC(=O)c1ccc([N+](=O)[O-])o1 (stereo not given)

entry no.	26	27	28	29	30
F508del corr	4.6	3.2	0.3	3.9	5.1
RAD52 anneal inh	-13	1	-3	2	-16
RAD54 inh	-8	-8	5	6	-3
esBAF inh	-8	-1	-2	11	6
Xi reactivation	0.1	/	0.1	0.0	0.3
ERAP1 HTS inh	-1	-1	1	-1	-1
GSIS activator	-4	21	-4	-7	/
ARNT-TACC3 inh	8	0	4	11	/

31. Oc1ccccc1C=Nc1ccccc1-c1nc2ccccc2[nH]1
32. COCc1c(C#N)c(NCCc2ccccc2)nc(C)c1[N+](=O)[O-]
33. CCN1C(=O)[C@H]2[C@H]3CN=C(SCc4ccc(OC)cc4)N3[C@@](CC)(C(=O)OC)[C@H]2C1=O
34. COc1cccc(-c2ccc([C@H]3[C@@H](CO)N4CCCCN(C(=O)c5ccc(F)cc5)C[C@H]34)cc2)c1
35. O=C(OCC(=O)c1c[nH]c2ccccc12)c1cccc(O)c1

entry no.	31	32	33	34	35
F508del corr	/	/	-1.5	-0.7	-0.2
RAD52 anneal inh	/	5	-12	41	-33
RAD54 inh	1	/	-8	3	7
esBAF inh	/	/	2	0	97*
Xi reactivation	0.0	0.2	-0.1	0.0	0.0
ERAP1 HTS inh	/	2	6	0	-1
GSIS activator	-9	16	10	-19	6
ARNT-TACC3 inh	16	9	-2	2	/

36. CNC(=S)N(CCc1c(C)[nH]c2ccc(OC)cc12)Cc1cccnc1
37. COc1ccc(CCN(C)c2ccc(S(=O)(=O)N3CCCC3)cn2)cc1OC
38. COc1ccccc1CCC(=O)Oc1ccccc1C#N
39. CC(C)OC(=O)c1ccc(NC(=S)NC(=O)c2cncc(Br)c2)cc1
40. NC(=O)c1nc(N2CCOCC2)nc(N2CCOCC2)n1

entry no.	36	37	38	39	40
F508del corr	0.2	1.0	2.4	-2.1	/
RAD52 anneal inh	-33	-3	0	-8	-1
RAD54 inh	/	-5	2	4	-7
esBAF inh	/	-6	/	-9	-2
Xi reactivation	0.0	0.1	0.0	0.1	/
ERAP1 HTS inh	1	1	9	-2	2
GSIS activator	-2	11	-3	-14	-8
ARNT-TACC3 inh	5	-9	-4	-3	-4

41. COc1ccc(CCNC(=O)CCC(=O)n2ncc3cc(C)ccc32)cc1OC
42. CCOc1cc(N2CCOCC2)c(OCC)cc1NC(=O)C(C)(C)C
43. O=C(O)CSc1cc(C(=O)c2cc(F)ccc2O)cn2c(=O)c3c(-c4ccccc4)csc3nc12
44. COc1ccc(NC(=O)N(C)C[C@@H]2Oc3ccc(NC(=O)Nc4ccc(F)cc4)cc3C(=O)N([C@@H](C)CO)C[C@H]2C)cc1
45. CCCC#Cc1ccc2c(c1)O[C@H](CN(C)C(=O)C1CCCCC1)[C@@H](C)CN([C@H](C)CO)S2(=O)=O

entry no.	41	42	43	44	45
F508del corr	3.2	-1.5	2.1	0.6	-1.9
RAD52 anneal inh	-11	-22	-3	7	/
RAD54 inh	3	/	-9	2	/
esBAF inh	1	/	-4	4	7
Xi reactivation	-0.1	0.3	-0.3	-1.2	-1.3
ERAP1 HTS inh	3	4	0	0	/
GSIS activator	/	2	-20	19	-10
ARNT-TACC3 inh	-3	-3	2	-5	/

Structures above that have an aryl thioether with sulfur outside any ring, in the order listed:
6. Cn1c(SCC(=O)NC(C)(C)C)nnc1-c1cnccn1
12. Cc1ccc(C(C)C)c(OCCSc2nc3ccccc3n2CC(=O)O)c1
13. COCCNC(=O)C1(C)CCCN(C(=O)c2cccnc2SC)C1 (stereo not given)
43. O=C(O)CSc1cc(C(=O)c2cc(F)ccc2O)cn2c(=O)c3c(-c4ccccc4)csc3nc12

entry no.	6	12	13	43
F508del corr	/	1.8	-2.1	2.1
RAD52 anneal inh	/	4	-8	-3
RAD54 inh	4	-10	6	-9
esBAF inh	-3	-3	3	-4
Xi reactivation	/	0.1	0.0	-0.3
ERAP1 HTS inh	/	0	0	0
GSIS activator	6	3	11	-20
ARNT-TACC3 inh	-5	-6	/	2

The list continues:
46. COc1ccccc1S(=O)(=O)N1CC[C@@H]2[C@@H](CO)Nc3ccc(-c4ccccc4F)cc3[C@@H]21
47. O=C(Nc1cccc([N+](=O)[O-])c1)NC1CCCCCCC1
48. COc1cccc(CNC(=O)CCCNC(=O)c2ccc(Cl)cc2)c1
49. CN(Cc1ccc(N(C)C)cc1)C(=O)c1cc2ccccc2o1
50. COc1cccc(NC(=O)N[C@@H]2C=C[C@H](CC(=O)NCc3ccncn3)O[C@H]2CO)c1

entry no.	46	47	48	49	50
F508del corr	0.5	2.4	1.0	-0.1	-4.8
RAD52 anneal inh	6	-4	0	-2	17
RAD54 inh	3	12	7	1	-7
esBAF inh	-5	78*	-5	21	-5
Xi reactivation	0.3	0.2	0.0	-0.1	0.2
ERAP1 HTS inh	-1	-2	-2	-5	-3
GSIS activator	26	-70	25	-5	9
ARNT-TACC3 inh	-12	-15	-2	13	21

From PubChem BioAssay
